SKN-1 inh: suppressors of acrylamide-induced Pgst-4::GFP reporter in worms, primary screen, SKN-1 inhibitor project, whole organism, uHTS, GFP/RFP fluorescence ratio, strain VP596; inhibition, % at 21.8 µM; AID 624304, 2012; C. elegans VP596 Pgst-4::GFP/RFP ratio, 24 h; actives 0.49% (n = 360,000);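 active = interference check ratio from 0.5 to 1.5 plus GFP to RFP signal ratio inhibition reaching or exceeding a fixed threshold, cut at about 30% in these data, passing the limit was not always enough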; also: some compounds called inactive have numbers as strong as hits
bovine MsrA act: bovine MsrA enzyme activators, primary screen, biochemical, absorbance, HTS | Methionine sulfoxide reductase A (Bos taurus) | purified bovine MsrA, absorbance read-out | activation, % at 10.6 µM | actives 0.3% (n = 360,000) | AID 602163, 2012; in the data active = activation above about 7.5%;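 also: 0% = vehicle and 100% = reference activator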
FAS TE block: FAS thioesterase domain inhibitors, primary screen, biochemical, fluorescence intensity, uHTS; Fatty acid synthase (Homo sapiens), P49327; recombinant FAS-TE, OMFH fluorogenic substrate, fluorescence endpoint; inhibition, % at 15 µM; actives 0.67% (n = 360,000);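 active = compounds whose normalised, plate-corrected inhibition of enzyme fluorescence in the single-dose primary screen is 50% or more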;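 also: 0% = DMSO with enzyme and 100% = substrate without enzyme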
MLLE-PAM2 inh: inhibitors of PABP1 MLLE–PAM2 peptide binding, primary screen, biochemical, fluorescence polarization, FITC-PAM2, GST-MLLE; Polyadenylate-binding protein 1 (Homo sapiens), P11940; inhibition, % at 20 µM; actives 0.36% (n = 360,000); AID 588489, 2011; in the data active = inhibition above about 35%, passing the limit was not always enough;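 also: plate controls were DMSO wells with GST-MLLE for no effect and wells lacking GST-MLLE protein for full effect; some results filed as inactive read as strong as hits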
MT1-MMP act inh: blockers of MT1-MMP proenzyme processing, primary screen, HT1080 RFP-PRO-GFP cells, GFP/RFP fluorescence; GFP/RFP ratio fluorescence, overnight; percent of plate control window, DMSO zero; Matrix metalloproteinase-14 (Homo sapiens), P50281; GFP/RFP ratio change, % at 20 µM; actives 0.061% (n = 360,000);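 active = GFP/RFP ratio change of at least 30% with cell ATP level not reduced by more than half and red fluorescence within 50% of control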; also: strong numbers were not always called active
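Material: RFP-PRO-GFP reporter HT1080 cells. Dosing: single-point 20 µM compound, 1% DMSO. Controls: DMSO and RFP-L50D-GFP cell wells. Timing: cells overnight before dosing, compound overnight, 37 °C, 5% CO2. Measure: GFP/RFP fluorescence ratio.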
Rin1 Abl inh: inhibitors of Rin1-Abl protein binding, primary screen, biochemical, TR-FRET; inhibition, % at 7.35 µM; AID 588664, 2011; actives 0.4% (n = 360,000); in the data active = inhibition above about 5%, passing the limit was not always enough
Neddylation inh: inhibitors of cullin neddylation, primary screen, biochemical, TR-FRET, uHTS, NAE and Ubc12; NEDD8-conjugating enzyme Ubc12 (Homo sapiens) + NEDD8-activating enzyme E1 regulatory …; calls only at 25 µM; actives 0.58% (n = 360,000); AID 651699, 2012; in the data active = inhibition above about 36%
CendR NRP1 mod: modulators of CendR peptide binding to NRP-1, primary screen, biochemical, fluorescence polarization, uHTS; Neuropilin-1 (Homo sapiens), O14786; FAM-RPARPAR peptide binding to NRP-1; inhibition, % at 25 µM; actives 0.85% (n = 360,000); AID 602438, 2012;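 active = inhibition or corrected inhibition above about 18%, plus a signal ratio from 0.5 to 1.5, limit read from the data, passing the limit was not always enough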; also: strong numbers were not always called active
Target sequence (O14786 whole entry, looked up): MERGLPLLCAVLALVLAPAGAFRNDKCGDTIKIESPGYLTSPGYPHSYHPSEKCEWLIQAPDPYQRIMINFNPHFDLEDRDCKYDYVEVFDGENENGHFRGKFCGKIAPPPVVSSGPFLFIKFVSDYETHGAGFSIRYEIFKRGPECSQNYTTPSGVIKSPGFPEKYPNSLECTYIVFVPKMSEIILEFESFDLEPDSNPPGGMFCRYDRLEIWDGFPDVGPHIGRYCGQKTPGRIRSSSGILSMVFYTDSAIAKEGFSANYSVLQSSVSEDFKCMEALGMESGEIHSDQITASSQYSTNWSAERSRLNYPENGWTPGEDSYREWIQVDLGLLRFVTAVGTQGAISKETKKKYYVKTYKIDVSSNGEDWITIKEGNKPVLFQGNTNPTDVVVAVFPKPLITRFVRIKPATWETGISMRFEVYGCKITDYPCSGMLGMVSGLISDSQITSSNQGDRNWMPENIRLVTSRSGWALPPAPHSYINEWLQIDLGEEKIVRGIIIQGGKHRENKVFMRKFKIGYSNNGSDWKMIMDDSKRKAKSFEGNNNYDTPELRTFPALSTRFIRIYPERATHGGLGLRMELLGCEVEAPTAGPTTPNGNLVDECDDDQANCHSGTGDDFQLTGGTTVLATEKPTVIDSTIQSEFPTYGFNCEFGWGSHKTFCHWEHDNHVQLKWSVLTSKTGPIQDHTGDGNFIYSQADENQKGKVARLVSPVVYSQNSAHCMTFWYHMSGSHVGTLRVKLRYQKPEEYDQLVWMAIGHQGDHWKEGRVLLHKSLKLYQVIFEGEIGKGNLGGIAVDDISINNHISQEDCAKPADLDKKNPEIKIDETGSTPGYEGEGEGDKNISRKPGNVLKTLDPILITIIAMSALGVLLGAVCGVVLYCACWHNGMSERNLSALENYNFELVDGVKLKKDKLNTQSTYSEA
E coli Lon inh: inhibitors of E. coli Lon protease, primary screen, biochemical, fluorescence polarization; P0A9M0; purified E. coli Lon protease; inhibition, % at 7.94 µM; actives 0.42% (n = 360,000); in the data active = inhibition above about 13%, passing the limit was not always enough;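 also: 0% = enzyme with probe and DMSO and 100% = no enzyme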
* hit, by the source's call; i = inactive; / = no result given.

SMILES	SKN-1 inh	bovine MsrA act	FAS TE block	MLLE-PAM2 inh	MT1-MMP act inh	Rin1 Abl inh	Neddylation inh	CendR NRP1 mod	E coli Lon inh
O=c1cc(Cl)[nH]c(=O)n1CCNc1ncc(C(F)(F)F)cc1Cl	-2	-5	-24	-87	-21	0	i	-154	-79
O=C(NCc1ccco1)c1cccc(S(=O)(=O)N2CCc3ccccc32)c1	7	-8	10	-8	2	-3	i	-7	-3
OC(c1ccc(Cl)cc1)c1nccc2ccccc12 (configuration not stated)	18	-1	4	-11	3	0	i	-4	-3
CCOc1ccc(CCNC(=O)COC(=O)Cn2cnc3ccccc3c2=O)cc1OCC	11	0	-4	-23	3	1	i	2	-3
O=C(CCc1ccc(S(=O)(=O)N2CCOCC2)cc1)OCC(=O)c1ccccc1F	19	-2	9	-2	-2	3	i	5	-8
Cc1ccc(Cn2ncc3c(N4CCN(c5ccc(C)cc5)CC4)ncnc32)cc1	13	0	4	-35	6	0	i	-6	1
COc1ccc(C2CC(=O)c3c([nH]c(C(=O)OC(C)C)c3C)C2)cc1OC (configuration not stated)	18	-2	-5	2	-3	3	i	7	-3
Cc1cccc(NC(=O)CNC(=O)c2cc(S(=O)(=O)N(C)C)ccc2N2CCCC2)c1C	-2	-6	-4	-11	1	-4	i	-4	-7
CCN(C(=O)COC(=O)c1nc(Cl)ccc1Cl)C1CCS(=O)(=O)C1 (configuration not stated)	-5	-3	-4	1	4	2	i	6	1
Cc1ccc(S(=O)(=O)N(Cc2ccc([N+](=O)[O-])cc2)C(=O)N2CCN(C)CC2)cc1	14	-8	-4	7	-1	-1	i	3	3
C=CCNC(=O)COC(=O)c1ccccc1C(=O)N(C)C1CCCCC1	1	-11	-5	-11	0	4	i	3	4
COc1ccc(N2CCN(CCCn3c(=S)[nH]c4ncccc4c3=O)CC2)cc1	14	-4	-2	-31	7	-2	i	6	2
O=C(Nc1ccc2c(c1)OCO2)Nc1ccc2c(c1)OCO2	-2	-6	-6	1	2	1	i	-4	-2
Cc1ccc(NS(=O)(=O)c2cc(C(=O)NCCCN(C)C)ccc2Cl)cc1Cl	11	-2	-1	-3	-2	3	i	-9	4
Cc1ccc(-n2cnc3c(sc4nccc(N(C)C)c43)c2=O)cc1	0	-7	-4	6	-10	-4	i	0	13
CN1CCN(/N=C/c2nc(-c3ccccc3)n3ccccc23)CC1	4	-6	-7	8	-3	-5	i	-12	-1
COc1cc2c(cc1OC)C(c1cccs1)CC(=O)N2 (configuration not stated)	11	-4	-8	-2	-7	-3	i	2	-3
COC(=O)C1=C(CSCc2ccco2)NC(=O)NC1c1cc(C)ccc1C (configuration not stated)	16	-1	-2	20	-3	-1	i	-17	2
CCc1nnc(NC(=O)COC(=O)c2cc(OC)cc(OC)c2)s1	-2	-4	-5	10	-2	4	i	1	3
CCOC(=O)c1c(C)[nH]c(C(=O)OCC(=O)NC(C)C)c1C	6	-2	-5	2	-2	-1	i	4	4
Cc1nc2cc(-c3ccccc3)nn2c(C)c1CCC(=O)NC(C)c1ccc2c(c1)OCCO2 (configuration not stated)	-17	-12	2	-2	-1	-1	/	-2	-10
CN(CC(=O)Nc1ccc(F)cc1)C(=O)COC(=O)c1cc([N+](=O)[O-])ccc1N1CCOCC1	9	-4	62*	-8	4	0	i	-7	-2
c1ccc(-c2noc(-c3cccc4ccccc34)n2)cc1	37*	2	24	-8	-3	2	/	-9	-2
O=C(Cc1sc(-c2ccccc2Cl)nc1-c1ccccc1)Nc1ccc(F)cc1	11	-1	9	-5	0	1	i	5	-5
CCOC(=O)N1CCN(C(=O)c2ccc(Cn3c(=S)[nH]c4ccc(Br)cc4c3=O)cc2)CC1	1	-6	20	-113	1	1	i	-5	4
NC(=O)CC1(c2ccccc2)CCCCC1	7	-2	-6	5	-2	-4	i	9	-12
Cc1nn(-c2ccc(Cl)cc2)c(=O)c2c(C)noc12	-7	-1	-3	6	-3	0	i	1	6
Cc1cc(NC(=O)c2ccccc2Cl)no1	15	-2	-4	-15	6	-3	i	-8	-3
CC1CCN(C(=O)C2CCCN(S(C)(=O)=O)C2)CC1 (configuration not stated)	16	-1	-5	8	-3	0	i	-6	-7
O=C(Cc1cccs1)NC1(C(=O)NC2CCCC2)CCCCC1	2	-3	-8	-7	1	-1	i	-6	-5
O=C(OCCN1CCCCC1)c1cccc(Cl)c1	1	-3	-3	8	0	-2	i	9	3
Cc1ccc([C@@H]2C[C@H]3[C@@H](CN2S(=O)(=O)c2ccc(Cl)cc2)C(=O)C[C@@H](c2ccccc2)N3S(=O)(=O)c2ccc(C)cc2)cc1	-1	-2	22	3	-2	0	i	7	0
O=C(Cc1coc2ccc3ccccc3c12)N1CCN(c2ncccn2)CC1	5	1	7	-6	-2	6	i	-5	-8
CCOn1c(=O)c(-c2cccs2)[n+]([O-])c2ccccc21	-2	-4	-1	11	3	-3	i	3	9
Cc1ccc(Oc2ccccc2)c(NC=O)c1	1	-2	-3	-1	2	2	i	-1	-6
CCOC(=O)C1(C)CCCCCN1C(=O)/C=C/c1ccccc1 (configuration not stated)	22	4	-3	-2	-2	-6	i	16	-1
O=C(Nc1cccc(F)c1)c1ccco1	2	-4	0	-1	1	0	i	-10	-2
CCc1n[nH]c2c1/C(=N/O)CCC2	-9	2	-6	-16	6	-3	i	-6	-5
O=C(COC(=O)/C=C/c1nc2ccccc2s1)Nc1ccccc1Oc1ccccc1	-1	-6	19	-6	4	-4	i	-2	1
CC1CCCC(NC(=O)CN(C)S(=O)(=O)c2cnc[nH]2)C1C (configuration not stated)	-6	-5	-8	1	0	4	i	-5	-3
COc1ccccc1N1CCN(C(=O)C2C3C=CC4(CN(Cc5ccccc5Cl)C(=O)C24)O3)CC1 (configuration not stated)	4	-3	-5	1	-5	-2	i	-8	-5
Cn1c(C=O)c(-c2ccc3c(c2)OCCO3)c2ccccc21	10	-2	26	-3	0	1	/	1	1
Cc1oc(-c2cccs2)nc1CS(=O)CC(=O)NC1CCCCCC1 (configuration not stated)	13	-1	-1	14	-4	-1	i	-22	-8
COc1ccc(CNC(=O)CCC(=O)c2ccccc2)cc1	-13	-1	-6	1	-4	-1	i	5	-4
Cc1cc(Cl)ccc1OCC(=O)N/N=C/c1ccc(OC2OC(CO)C(O)C(O)C2O)cc1 (configuration not stated)	-6	-5	-7	-19	1	0	i	-8	-1
CCCCNC(=S)NC(=O)c1ccc(Cl)cc1Cl	-4	-5	8	27	-4	-3	i	-1	-6
CCCCCCN1CCN(C2CN(Cc3cn(CCCCCC)nn3)S(=O)(=O)C2)CC1 (configuration not stated)	10	0	6	/	4	/	i	2	-3
COc1ccccc1-n1c(SCC(=O)NC2CCS(=O)(=O)C2)nc2ccccc2c1=O (configuration not stated)	-4	-6	-6	0	2	1	i	-1	19*

Limited to FAS TE block and MLLE-PAM2 inh, for some of the entries so far:
Compound,FAS TE block,MLLE-PAM2 inh
Cc1nc2cc(-c3ccccc3)nn2c(C)c1CCC(=O)NC(C)c1ccc2c(c1)OCCO2 (configuration not stated),2,-2
CN(CC(=O)Nc1ccc(F)cc1)C(=O)COC(=O)c1cc([N+](=O)[O-])ccc1N1CCOCC1,62*,-8

Next part:
SMILES	SKN-1 inh	bovine MsrA act	FAS TE block	MLLE-PAM2 inh	MT1-MMP act inh	Rin1 Abl inh	Neddylation inh	CendR NRP1 mod	E coli Lon inh
Cc1ccc(S(=O)(=O)Nc2cccc(C(=O)NCCCn3ccnc3)c2)cc1F	2	-2	-7	-6	1	-1	i	-17	-4
O=C1CCCc2cc3c(cc21)CC1(C3)Cc2cc3c(cc2C1)C(=O)CCC3	3	-2	16	8	-5	-2	i	-11	3
COc1ccc(OCC(=O)NCCS(=O)(=O)N2CCN(c3ccc(F)cc3)CC2)cc1	4	-12	-4	1	/	-1	i	3	2
O=C(Cn1ncc(Cl)c(Cl)c1=O)N1CCN(S(=O)(=O)c2ccc3ccccc3c2)CC1	-8	-2	19	-28	-10	-4	i	-2	1
CCC(C)NC(=O)COC(=O)c1ccccc1OCC(=O)Nc1ccc(Br)cc1 (configuration not stated)	-4	-1	-9	-4	5	-1	i	9	7
CC(=O)c1c(C)[nH]c(C(=O)NNC(=O)COc2cc(C)cc(C)c2)c1C	10	-3	-6	1	4	-1	i	-4	4
Cc1cccc(OC(C)C(=O)Nc2ccc3c(c2)OCCO3)c1 (configuration not stated)	-18	-2	-4	6	-9	4	i	-8	-5
O=C1OCCC1Sc1nnnn1-c1ccccc1 (configuration not stated)	-15	-8	-15	-3	7	-1	i	3	0
COc1ccc(S(=O)(=O)Nc2cccc3c2O[C@H](CN(C)Cc2ccc(C(=O)O)cc2)[C@@H](C)CN([C@H](C)CO)C3=O)cc1	15	-2	-9	-11	1	-4	i	4	-5
O=C(Nc1cccc(C(F)(F)F)c1)c1cc[n+]([O-])cc1	2	-2	-4	-1	3	7	i	3	-3
Nc1nc(C2CC2)c(Sc2sc(N)nc2C2CC2)s1	3	-2	4	23	5	0	i	7	1
O=C(CN1CCN(CC(=O)Nc2ccc(-c3ccccc3)cc2)CC1)Nc1ccc(F)cc1	-8	0	-3	-19	1	2	i	-3	6
Cc1ccc(NC(=O)c2ccc3c(=O)n4c(nc3c2)CCC4)cc1S(=O)(=O)N(C)C	8	-5	-1	-1	5	6	i	-1	10
CSc1nnc(CNC(=O)C23CC4CC(CC(C4)C2)C3)n1Cc1ccccc1	2	-3	3	-26	3	2	i	-7	-4
COc1ccc(C(CNC(=O)c2ccc(Cl)s2)N2CCOCC2)cc1 (configuration not stated)	-12	0	-5	10	-3	0	i	0	1
O=C(CN(c1ccc(F)cc1)S(=O)(=O)c1ccc2c(c1)OCCO2)Nc1ccc2c(c1)OCO2	2	-4	12	0	2	0	i	0	-7
COc1cccc(C(=O)Nc2cccc(-c3ccc(N4CCOCC4)nn3)c2)c1	-5	-3	-4	-3	0	-4	i	12	0
Cc1ccc(-c2cccc(=O)o2)cc1	-8	/	/	/	0	/	i	-11	/
COc1ccccc1C(=O)NC(=O)COC(=O)/C(=C/c1ccccc1)NC(C)=O	-8	-4	-1	-14	-2	-3	i	11	-2
COc1ccccc1OCCNC(=O)C(CCSC)NC(=O)COc1ccccc1 (configuration not stated)	-2	0	0	23	-1	0	i	-6	-20
O=C(OCCCc1ccncc1)c1ccc(S(=O)(=O)N2CCOCC2)cc1	-5	5	-3	12	7	1	i	4	-10
C/C(CC(=O)NCc1ccco1)=N\NC(=O)c1ccc([N+](=O)[O-])cc1Cl	16	-2	6	-1	2	-3	i	1	6
O=C(CSc1nnc2c(n1)[nH]c1ccccc12)Nc1ccc(N2CCOCC2)cc1	0	-4	-3	31	4	-10	i	-2	-7

Compound activity as filed in PubChem.
